Cardiac RTF inh: cardiac RTF calcium sensitivity inhibitors, primary screen, biochemical, IANBD-TnC fluorescence, EC70 calcium; Troponin I, cardiac muscle (Homo sapiens) + Troponin T, cardiac muscle (Homo sapiens) + …; IANBD-labeled cardiac RTF, Ca2+ fluorescence; inhibition, % at 7.15 µM; actives 0.12% (n = 340,000);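 active = inhibition above the mean inhibition of all tested compounds plus 3 SD, cut at about 17% in these data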;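 also: assay run at fixed EC70 calcium of 1.6 mM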
RTF Ca sens act: cardiac RTF calcium sensitivity activators, primary screen, biochemical, IANBD-TnC fluorescence, EC20 calcium | Troponin I, cardiac muscle (Homo sapiens) + Troponin T, cardiac muscle (Homo sapiens) + … | IANBD-labeled TnC RTF fluorescence at EC20 calcium; 0% EC20 calcium, 100% full calcium | activation, % at 7.2 µM | actives 0.24% (n = 340,000) | AID 493008, 2010;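 active = activation above the mean over all tested compounds plus 3 SD, cut at about 30% in these data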;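 also: rise in fluorescence read as greater calcium sensitivity of cardiac thin filaments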
Keap1-Nrf2 PPI: Keap1-Nrf2 protein-protein interaction inhibitors, primary screen, biochemical, fluorescence polarization, single point; Kelch-like ECH-associated protein 1 (Homo sapiens), Q14145; Keap1 Kelch-Nrf2 peptide fluorescence polarization, 1536-well; inhibition, % at 9.4 µM; actives 0.15% (n = 340,000); AID 504523, 2011; in the data active = inhibition above about 12%; inconclusive = no clear call, values can overlap the other calls; inactive = below about 7.3%;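 also: human Keap1 Kelch domain with fluorescein labeled Nrf2 9mer peptide probe; 0% = neutral control wells and 100% = peptide positive control; higher means more block of Keap1 binding to Nrf2 peptide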
CAL PDZ FP-1: CAL PDZ peptide-binding inhibitors, primary screen, biochemical, fluorescence polarization, Cer-tagged CAL PDZ, HTS; Golgi-associated PDZ and coiled-coil motif-containing protein (Homo sapiens), Q9HD26; inhibition, % at 20 µM; AID 504414, 2011; purified CAL PDZ, TMR-peptide fluorescence polarization, 1 h; actives 0.02% (n = 330,000);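 active = highest replicate inhibition of at least 40%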;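 also: plate controls were DMSO neutral control wells for no effect and unlabeled competitor peptide control wells for full effect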
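Assay system – tagged CAL PDZ protein CerCALP, purified · Timing – 1 h at RT · Compound – single point, 20 µM · Measured by – fluorescence polarization from S- and P-plane intensities, G-factor corrected · Evaluation – inhibition from polarization loss · Probe or stimulus – TMR reporter peptide T*-PRC34 · Buffer or medium – pH 7.4 phosphate-saline buffer, reducing agent, detergent, IgG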
DAGLB inh: DAGLB lipase inhibitors, primary screen, biochemical, fluorescence, HTS; inhibition, % at 5.17 µM; actives 0.059% (n = 340,000); Diacylglycerol lipase-beta (Homo sapiens), Q8NCG7; HEK293T DAGLB membrane lysate, EnzChek fluorogenic substrate; in the data active = inhibition above about 34%;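 also: 0% = enzyme with vehicle and 100% = wells lacking enzyme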
Target sequence (Q8NCG7 whole entry, looked up): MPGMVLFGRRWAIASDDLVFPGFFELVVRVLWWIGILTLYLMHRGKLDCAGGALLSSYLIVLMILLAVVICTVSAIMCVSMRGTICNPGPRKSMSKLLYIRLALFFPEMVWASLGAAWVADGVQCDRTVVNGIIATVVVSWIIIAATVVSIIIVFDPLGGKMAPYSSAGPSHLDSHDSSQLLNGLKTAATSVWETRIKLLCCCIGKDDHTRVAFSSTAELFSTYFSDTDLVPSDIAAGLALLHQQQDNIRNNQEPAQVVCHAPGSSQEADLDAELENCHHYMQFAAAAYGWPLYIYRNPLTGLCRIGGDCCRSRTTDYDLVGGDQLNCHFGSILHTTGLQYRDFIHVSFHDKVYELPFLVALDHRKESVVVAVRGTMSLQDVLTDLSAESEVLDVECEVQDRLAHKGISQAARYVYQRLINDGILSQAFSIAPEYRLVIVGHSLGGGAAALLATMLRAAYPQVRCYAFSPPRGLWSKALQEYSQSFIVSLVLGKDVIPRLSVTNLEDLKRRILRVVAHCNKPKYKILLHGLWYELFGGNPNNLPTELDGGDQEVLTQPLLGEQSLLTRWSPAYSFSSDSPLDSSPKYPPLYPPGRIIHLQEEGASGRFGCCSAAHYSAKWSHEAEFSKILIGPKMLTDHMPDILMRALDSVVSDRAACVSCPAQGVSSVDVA
CAL PDZ FP-2: untagged CAL PDZ binding inhibitors, primary screen, biochemical, fluorescence polarization, HTS. Golgi-associated PDZ and coiled-coil motif-containing protein (Homo sapiens), Q9HD26. purified CAL PDZ, TMR-peptide fluorescence polarization, 1 h. inhibition, % at 24.9 µM. actives 0.92% (n = 300,000). AID 602252, 2012;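 active = mean inhibition of at least 30% with at least half of replicates also reaching 30%; inconclusive = no clear call, values can overlap the other calls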;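 also: 0% = DMSO neutral control and 100% = excess unlabeled competitor peptide PRC23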
PKA-R2B activ: activators of PKA-R2B holoenzyme, primary screen, biochemical, fluorescence polarization, Cy5-IP20, human | cAMP-dependent protein kinase catalytic subunit beta (Homo sapiens) + cAMP-dependent … | PKA-R2B holoenzyme dissociation; R2B truncated from residue 108, S112A mutant; 0% DMSO only, 100% 113 µM cGMP | activation, % at 11.4 µM | actives 0.079% (n = 340,000) | AID 504700, 2011;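 active = activation above a cutoff set at the mean over all compounds plus 3 SD, cut at about 18% in these data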;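 also: higher means more holoenzyme dissociation and a rise in polarization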
C-LANA FP: inhibitors of KSHV C-LANA binding to DNA, primary screen, biochemical, fluorescence polarization, FAM-LBS DNA, MBP-C-LANA, single point | Kaposi's sarcoma herpesvirus LANA C-terminal domain (residues 932-1162) DNA binding | inhibition, % at 9 µM | actives 0.078% (n = 340,000);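 active = highest replicate inhibition at or above 60% at 9 µM, even if other replicates fall short; inactive = all replicates below 60% inhibition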;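 also: 0% = neutral control wells and 100% = 4 µM acridine orange control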
SR-BI DiI-HDL act: activators of SR-BI mediated DiI-HDL uptake, primary screen, ldlA[mSR-BI] CHO cells, DiI fluorescence. actives 0.096% (n = 320,000). activation, % at 12.5 µM. 3 h; 100 = double the neutral-control signal. AID 504775, 2011;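 active = mean replicate activation of at least 60% and every replicate at or above 60%; inconclusive = mean or all-replicate condition met, but not both; inactive = mean below 60% and not all replicates reaching 60%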;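 also: 0% = median plate neutral-control signal and 100% = twice that signal; values of inactives mirror those of a sister screen read the other way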
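System: LDL receptor-deficient CHO ldlA cells overexpressing murine SR-BI | Timing: 3 h uptake period with compound, 37 °C | Medium: HEPES-buffered (25 mM, pH 7.4) F12 plus 0.5% BSA | Dosing: Single-point compound dose | Signal: Bottom-read fluorescence, 550/595 nm | Read-out: Retained DiI signal reflecting DiI-HDL uptake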
Rtt109 Vps75: inhibitors of C. albicans Rtt109/Vps75 HAT, primary screen, biochemical, ThioGlo CoA-SH fluorescence, plate reader; Histone acetyltransferase RTT109 (Candida albicans (strain SC5314 / ATCC MYA-2876)), …; purified Rtt109/Vps75, 4 h; inhibition, % at 34.9 µM; actives 0.16% (n = 330,000);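 active = inhibition of at least 50% in every replicate; inconclusive = best replicate reaches 50% inhibition but some replicates fall short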
Target sequence (Q5AAJ8 whole entry, looked up): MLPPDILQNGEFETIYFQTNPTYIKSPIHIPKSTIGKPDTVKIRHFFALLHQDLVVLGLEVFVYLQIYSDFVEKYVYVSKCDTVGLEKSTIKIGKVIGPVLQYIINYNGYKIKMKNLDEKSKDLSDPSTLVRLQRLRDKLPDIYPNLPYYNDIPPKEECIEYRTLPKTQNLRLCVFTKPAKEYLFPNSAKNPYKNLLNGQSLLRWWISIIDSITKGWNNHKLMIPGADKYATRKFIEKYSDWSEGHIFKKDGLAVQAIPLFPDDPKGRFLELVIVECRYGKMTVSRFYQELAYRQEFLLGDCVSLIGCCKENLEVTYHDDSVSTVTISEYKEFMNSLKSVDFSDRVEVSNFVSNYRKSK
Active calls of the source: *; ? = inconclusive; nt = not tested or not shown.

SMILES	Cardiac RTF inh	RTF Ca sens act	Keap1-Nrf2 PPI	CAL PDZ FP-1	DAGLB inh	CAL PDZ FP-2	PKA-R2B activ	C-LANA FP	SR-BI DiI-HDL act	Rtt109 Vps75
O=C(NCCCn1ccnc1)c1ccncc1	-1	1	1	0.3	-2	-4	-11	-0.5	24	3
CC1C=CCC2C(=O)N(c3ccc(OC(=O)c4ccco4)cc3)C(=O)C12 (stereo unspecified)	7	5	-3	0.5	-2	2	-15	-1.8	13	0
NC(=O)c1c(NC(=O)c2ccc(F)cc2Cl)sc2c1CCC2	3	-1	-4	-0.2	-1	-3	-1	-1.6	-34	-6
Cc1nonc1C(=O)N1CCCC(N2CCN(c3ccc(F)cc3)CC2)C1 (stereo unspecified)	-8	1	2	0.5	1	-6	3	1.8	-2	2
C#CCOCCOCCOCCNc1nc(N2CCN(C(=O)[C@H](CCC(=O)O)n3cc(C(N)CO)nn3)CC2)nc(N2CCN(C(=O)[C@H](Cc3cc4ccccc4[nH]3)n3cc(C(N)[C@H](C)CC)nn3)CC2)n1 (stereo partly specified)	-5	-4	-3	-0.7	1	1	-3	2.1	15	-8
CN(C)C(CNC(=O)c1cccc(C#N)c1)c1ccco1 (stereo unspecified)	12	2	-1	-1.0	-3	nt	-5	0.3	11	17
CC(=O)c1cc2c(cc1NC(=O)CSc1nnc(C)s1)OCO2	-4	3	-3	nt	1	-3	-6	-0.8	-13	0
COc1ccc(C(c2nnnn2Cc2ccc(F)cc2)N2CCN(c3ccc(OC)cc3)CC2)cc1 (stereo unspecified)	-8	-4	2	-1.1	1	nt	-12	0.4	-24	20
Cc1sc(NC(=O)CCCCC(=O)Nc2sc(C)c(C)c2C(=O)O)c(C(=O)O)c1C	-6	7	-3	0.1	0	-2	3	1.7	-8	0
Cc1ccnc(NC(=O)CCC(=O)N(CC(=O)NCCc2ccccc2)c2ccc(F)cc2)c1	5	-6	-3	-2.1	0	-7	1	0.4	nt	-6
CN(CC(=O)Nc1ccc(F)cc1)C(=O)COC(=O)/C=C/c1cccs1	-15	1	-2	-3.3	-2	-5	-3	-0.1	-10	-2
CCC(NC(=S)NCc1ccc(F)cc1)c1ccc(C)cc1 (stereo unspecified)	-8	6	-5	-1.9	-1	-3	4	-0.7	6	-8
COc1cc(/C=C/C(=O)NNc2c(F)c(F)cc(F)c2F)ccc1OC(F)F	-1	4	-9	-0.7	-8	-3	4	0.2	-38	-4
Cc1ccc(N2CCCCn3c2nc2c3c(=O)[nH]c(=O)n2C)cc1	-4	0	-1	0.4	-1	-4	9	1.9	19	2
O=C(O)C(Cc1ccccc1-c1ccccc1)C(=O)O	-1	7	-2	0.2	-1	3	-9	1.8	-5	12
Oc1ccc(/C=N/Nc2ccnc3cc(Cl)ccc23)cc1O	0	-3	0	6.5	8	-2	5	-0.1	-30	?
CCn1c2ccc(C)cc2c2nnc(SCCN3CCOCC3)nc21	1	3	-3	0.3	0	0	-6	1.6	-42	10
O=C(CN1C(=O)CCOc2ccccc21)Nc1ccc(Cl)c(S(=O)(=O)N2CCOCC2)c1	-1	4	-3	-1.7	0	-5	-7	-1.5	11	10
CC(C)(C)NC(=O)C(=O)NNC(=O)COc1ccccc1	-3	-1	1	-2.0	1	1	5	-1.8	45	-10
CCC(=O)OC1(C)C(=O)C=C2C=C(c3ccc(C#N)cc3)OC=C2C1=O (stereo unspecified)	0	0	0	-1.1	12	-1	-10	0.6	14	2
O=C(NCCCN1CCOCC1)C(=O)N/N=C/c1ccccc1Cl	3	-1	-2	-0.4	-3	-1	8	2.0	1	-3
Cc1ccc(-c2noc(CCC(=O)N3CCN(c4cccc(C(F)(F)F)c4)CC3)n2)cc1	3	-1	0	0.0	-5	nt	-5	-1.1	-28	-3
C=CCn1cnc2scc(-c3ccc(C)cc3)c2c1=O	3	0	4	-0.8	-4	-5	-13	1.6	-24	1
Cc1ccc(CNC(=O)C2CCN(C(=O)c3cccc(Cl)c3)CC2)cc1	-2	-4	0	-1.0	2	6	-4	2.5	-8	-10
O=C(Cc1c[nH]c2ccccc12)NCc1ccccc1F	7	1	2	-2.4	-2	-3	-8	-1.5	-19	-2
CC(C)c1nnc2n1N=C(c1ccc(Cl)cc1)CS2	0	2	-2	-0.6	-2	-6	-1	-1.0	-4	-14
Cc1ccc(C(=O)Nc2cccc(C(F)(F)F)c2)cc1Nc1ccccn1	-1	-2	-1	0.1	-4	14	-3	-1.0	-41	7
CC(C)C[C@H](NC(=O)c1[nH]cnc1C(=O)N[C@@H](Cc1ccccc1)C(=O)OCc1ccccc1)C(=O)OC(C)(C)C	1	5	-5	0.2	-8	-3	-11	1.6	-16	-3
O=C1C(c2ccccc2)SC(=Nc2ccccc2)N1S(=O)(=O)c1ccccc1 (stereo unspecified)	-1	2	0	1.1	-2	nt	-3	0.9	-13	6
CCOc1ccc(C(=O)OCC(=O)NC(C)C)cc1	-1	4	-6	0.2	-1	4	6	-0.6	2	-20
Cc1ccc(Cl)cc1NC(=O)Nc1c(C)n(C)n(-c2ccccc2)c1=O	-15	-1	-3	0.4	1	3	-3	-1.3	13	5
NC(=O)NCc1ccc(Cl)cc1	-2	5	-5	-1.8	1	0	-8	0.0	9	6
CC(=O)c1cnc2c(-c3ccccc3)c(C)nn2c1C	-6	-1	-1	-1.3	-2	-6	6	1.8	6	5
O=C1CC(N2CCCCCC2)C(=O)N1c1ccc(F)cc1 (stereo unspecified)	2	1	-4	-1.4	-1	-3	-6	-1.9	22	-2
COCCOC(=O)C1=C(C)Nc2ncnn2C1c1ccccc1 (stereo unspecified)	-9	2	-2	-0.3	1	5	-2	0.5	29	1
Cc1ccc(Nc2nc(N)nc(CSc3nccn3C)n2)cc1	-5	4	-3	-2.8	1	-1	0	-1.8	2	-2
Cc1ccc(OCC(=O)Nc2ccc(S(=O)(=O)N3CCCCC3)cc2)c([N+](=O)[O-])n1	6	5	-3	-0.5	-2	nt	-3	0.9	-30	-5
CCN(C(=O)COC(=O)CNC(=O)c1ccc(Cl)cc1Cl)c1c(N)n(Cc2ccccc2)c(=O)[nH]c1=O	6	-8	-2	0.8	-1	-1	3	1.8	-8	-10
CCn1cc([N+](=O)[O-])c(C(=O)NCc2ccc(Cl)cc2)n1	2	-6	-3	-3.2	-1	-3	7	1.7	10	nt
COc1ccc(OCC(=O)Nc2ccc(S(=O)(=O)Nc3nc(C)cc(C)n3)cc2)cc1	2	14	-4	-1.1	2	-3	-12	-0.7	26	5
CCCn1nnnc1NCc1cccn1C	-2	1	1	-0.2	1	4	0	0.8	0	2
CN(C)c1ccc(C(=O)OCC(=O)c2cccs2)cc1	-1	-6	-3	0.0	-2	-3	11	-0.2	6	-3
CC(C)(Oc1ccc(Cl)cc1)C(=O)N/N=C/c1cn[nH]c1-c1ccccc1	-1	-2	0	-0.4	-2	nt	-20	-1.5	12	10
Cc1ccc(S(=O)(=O)NCCC(=O)NNC(=O)C2COc3ccccc3O2)cc1 (stereo unspecified)	-5	0	-4	-0.7	0	-1	-4	0.5	21	2
O=C1OCCN1C(=O)[C@H]1[C@H](c2ccc([N+](=O)[O-])cc2)C(c2cccc(Cl)c2)=NN1c1ccc(Br)cc1	-6	1	-3	-0.3	-1	-5	-7	-0.8	-21	-1
COC(=O)C1CSC(C(=O)OC)N1C(=O)Nc1c(C)cccc1C (stereo unspecified)	4	-4	0	-1.6	-3	-2	-9	0.2	23	-5
O=C(OCc1c(Cl)cccc1Cl)c1cnccn1	-5	1	-2	-1.4	2	5	2	0.6	2	-2
CCCCc1cc(=O)oc2cc(OCC(=O)NCCN3CCOCC3)ccc12	6	2	0	-2.4	-1	0	1	-0.8	-8	-6
CCOc1ccc2oc(=O)cc(CN3CCN(C(=O)c4ccco4)CC3)c2c1	-2	-5	-1	-2.5	-3	1	-2	1.9	-12	17
Cc1ccc(C)c(S(=O)(=O)N2CCCC2CNC(=O)C(=O)NCc2ccccc2)c1 (stereo unspecified)	-4	5	-4	-0.6	-4	4	3	-2.1	-4	1

(further entries)
SMILES	Cardiac RTF inh	RTF Ca sens act	Keap1-Nrf2 PPI	CAL PDZ FP-1	DAGLB inh	CAL PDZ FP-2	PKA-R2B activ	C-LANA FP	SR-BI DiI-HDL act	Rtt109 Vps75
CC(C)NC(=O)c1sc2nc3c(c(-c4cccs4)c2c1N)CN(C)CC3	-1	10	-5	-0.9	1	-1	-4	1.1	3	-2
Cc1cc(C)n2nc(C(=O)N3CCCC(CNS(=O)(=O)c4cccs4)C3)cc2n1 (stereo unspecified)	5	0	-3	-0.4	0	nt	-9	-0.1	0	0
Cc1c(-n2c(SCC(=O)N(C)C3CCS(=O)(=O)C3)nc3ccccc3c2=O)c(=O)n(-c2ccccc2)n1C (stereo unspecified)	-8	0	-6	1.7	-2	-2	3	1.3	-2	-3
CSCCNC(=O)c1ccc2nc(Cc3ccccc3F)oc2c1	-2	-2	0	0.1	-1	0	3	3.1	1	-5
Cc1ccc2[nH]c(C(=O)NCCN3CCCC3)cc2c1	5	-7	-2	-0.3	-2	-5	-7	1.0	2	4
Cc1cc2[nH]c(=O)c(=O)[nH]c2cc1S(=O)(=O)Nc1cccc(Cl)c1	-1	2	-4	-1.9	1	9	0	0.9	3	23
CCOc1ccccc1N1CCN(C(=O)CNC(=O)c2sc3ccccc3c2Cl)CC1	-4	-2	-4	-1.5	-12	-3	-2	0.3	-68	6
Cc1cc(Cl)c2cc3ccccc3cc2n1	2	3	-6	-3.4	-3	nt	-3	14	34	0
